# Source: PubChem
# NCI-60 one-dose screen, 48 h, at 10 µM unless noted. Numbers give growth in % (100 = growth as untreated, 0 = no growth, -100 = all killed).
# SNB-19 – SNB-19 CNS cancer cells; 2.5% of 81,000 active; AID 1794751
# PC-3 – PC-3 prostate cancer cells | 3.9% of 80,000 active | AID 1794754
# U251 – U251 CNS tumor cells. 5.4% of 80,000 active
# SF-268 – SF-268 CNS cancer cells. 3.1% of 82,000 active
# SF-539 – SF-539 CNS cancer | 6.8% of 81,000 active
# SF-295 – SF-295 CNS cancer cells. 5.6% of 79,000 active
# OVCAR-8 – OVCAR-8 ovarian cancer; 4.4% of 81,000 active; AID 1794782
# DU-145 – DU-145 prostate cancer; 4.2% of 81,000 active; AID 1794760
# Numbers without * were called inactive; x = no result given; & = joins results of further samples. The calls were made as follows: active = growth percent below 10; inactive = the rest. These rows are one share of the data (hit frequency here may not be typical).
# Assay codes: A = SNB-19; B = PC-3; C = U251; D = SF-268; E = SF-539; F = SF-295; G = OVCAR-8; H = DU-145
COc1cccc(CNC(=O)CN2CCCC2=O)c1O
  A: 105	B: 94	C: 93	D: 100	E: x	F: 100	G: 101	H: 105

Nc1cccc(CC(=O)Nc2ccc(S(=O)(=O)F)cc2)c1
  A: 105	B: 82	C: 102	D: 107	E: 97	F: 101	G: 91	H: 110

C1=NCCCN2CCCCC12 (configuration not stated)
  A: 107	B: 104	C: 95	D: 119	E: 108	F: 100	G: 102	H: 124

COc1ccc(CCNCc2cccc(OC)c2OC)cc1OC
  A: 100	B: 86	C: 94	D: 93	E: 106	F: 92	G: 93	H: 109

CCN(CC)C1CCCCC1
  A: 108	B: 103	C: 105	D: 97	E: 96	F: 98	G: 105	H: 101

C[N+](C)(C)CCOS(=O)(=O)[O-]
  A: 104	B: 91	C: 101	D: 112	E: 108	F: 126	G: 101	H: 121

CCCCC(CC)COC(=O)c1cccc(C(=O)OCC(CC)CCCC)c1 (configuration not stated)
  A: 106	B: 99	C: 104	D: 110	E: 102	F: 102	G: 99	H: 114

CCC(CC)OC(=O)Cc1ccccc1
  A: 105	B: 88	C: 94	D: 101	E: 104	F: 96	G: 96	H: 110

Clc1cccc(NCOOC2(OOCNc3cccc(Cl)c3)CCCCCC2)c1
  A: 93	B: 91	C: 101	D: 94	E: 87	F: 90	G: 94	H: 103

C=C1CC[C@H]2C[C@@H]1[C@@]21CO[C@@]2(C=C(C)C(=O)O2)[C@H]1O
  A: 101	B: 104	C: 102	D: 98	E: 112	F: 106	G: 106	H: 111

CCN(CC)CC(O)CN1CC2CCCCC2C1 (configuration not stated)
  A: 103	B: x	C: 102	D: 106	E: 100	F: 130	G: 110	H: 111

Fc1ccc(C2=NN(c3ccccc3)C(c3sc(N(CCCl)CCCl)nc3Cl)C2)cc1 (configuration not stated)
  A: 96	B: 68	C: 86	D: 86	E: 101	F: 85	G: 88	H: 109

CCOc1ccc(N)cc1
  A: 103	B: 96	C: 87	D: 99	E: 86	F: 99	G: 104	H: 98

COc1ccc2c(ccc3oc([N+](=O)[O-])cc32)c1
  A: 5.8*	B: 9.6*	C: -8.6*	D: -6.1*	E: -19*	F: -0.4*	G: 0.1*	H: 0.5*

Cc1ccc(C(O)(C(=O)O)c2ccc(C)cc2)cc1
  A: 98	B: 85	C: 83	D: 99	E: 97	F: 103	G: 90	H: 104

# Carrying on:
# Assay codes: A = SNB-19; B = PC-3; C = U251; D = SF-268; E = SF-539; F = SF-295; G = OVCAR-8; H = DU-145
COc1cc2c(cc1OCCCCCn1c(-c3ccco3)nc3ccccc31)N=C[C@@H]1CCCN1C2=O
  A: 23	B: 18	C: 8.0*	D: 8.9*	E: 1.5*	F: 9.6*	G: 19	H: 29

O=[N+]([O-])c1ccc(S(=O)(=O)F)c(Cl)c1
  A: 108	B: 99	C: 104	D: 102	E: 105	F: 97	G: 99	H: 110

CC1=CC(=O)C2=C(C)CC(O)[C@@H]3[C@H](OC(=O)[C@@H]3C)[C@@H]12 (some centres not stated)
  A: 97	B: 100	C: 95	D: 100	E: 101	F: 104	G: 99	H: 107

O=C1NC(=O)C2(CCCc3ccc(N(CCCl)CCCl)cc32)N1 (configuration not stated)
  A: 90	B: 80	C: 72	D: 65	E: 59	F: 79	G: 85	H: 92

CNC(=O)Oc1cc(C)cc(C)c1
  A: 103	B: 96	C: 92	D: 107	E: 103	F: 101	G: 102	H: 113

O=[N+]([O-])c1cc(Cl)c(Cl)c([N+](=O)[O-])c1Cl
  A: 103	B: 67	C: 79	D: 84	E: 103	F: 134	G: 39	H: 85

O=C1NCN(c2ccccc2)C12CCNCC2
  A: 105	B: 108	C: 92	D: 110	E: 109	F: 111	G: 104	H: 119

COC(=O)C12CCc3c(ccc4cc(OC)ccc34)C1=CC(=O)C2 (configuration not stated)
  A: 94	B: 107	C: 101	D: 99	E: 106	F: 112	G: 103	H: 103

Fc1ccc2c(c1)c(-c1nc(-c3c[nH]c4ncccc34)cs1)cn2CCN1CCCCC1
  A: 92	B: 45	C: 49	D: 76	E: 89	F: 83	G: 88	H: 84

O=C(Cc1c[nH]c2ccccc12)NNCc1ccc(N(CCCl)CCCl)cc1
  A: 82	B: 75	C: 69	D: 52	E: x	F: 50	G: 88	H: 82

CCn1nccc1NC(=O)C(=O)c1cn(Cc2ccc(F)cc2)c2cccc(OC)c12
  A: 91	B: 91	C: 92	D: 98	E: 98	F: 106	G: 92	H: 106

O=C(N/N=C/c1ccc(N(CCCl)CCCl)cc1)c1ccc(C(=O)N/N=C/c2ccc(N(CCCl)CCCl)cc2)cc1
  A: 74	B: 61	C: 36	D: 45	E: 31	F: 18	G: 69	H: 30

O=C(CCCC1SCC2NC(=O)NC21)NCCCc1cn(CCOCc2ccc(COC(=O)CCCc3ccc(N(CCCl)CCCl)cc3)cc2)nn1 (configuration not stated)
  A: 96	B: 100	C: 97	D: 96	E: 93	F: 107	G: 99	H: 108

NNc1n[nH]c(=S)n1N
  A: 106&100	B: 122&104&92	C: 107&96&104	D: 142&103&93	E: 96&99&94	F: 101&107&104	G: 107&104&98	H: 177&112&108

CC1CN1P1(=O)OCC(C)([N+](=O)[O-])CO1 (configuration not stated)
  A: 101	B: 104	C: 113	D: 111	E: x	F: 113	G: 107	H: 109

# (further entries)
# Assay codes: A = SNB-19; B = PC-3; C = U251; D = SF-268; E = SF-539; F = SF-295; G = OVCAR-8; H = DU-145
O=[N+]([O-])C(Br)C(c1ccccc1)N1CCOCC1 (configuration not stated)
  A: 106	B: 102	C: 111	D: 103	E: 99	F: 94	G: 105	H: 110

C[C@]12CC[C@H]3[C@@H](CCC4=CC(=O)CC[C@@]43C)[C@@H]1C[C@@H](F)[C@H]2O
  A: 103	B: 90	C: 106	D: 108	E: 102	F: 109	G: 110	H: 112

CC1(C)CCC(=O)O1
  A: 103	B: 99	C: 100	D: 108	E: 96	F: 112	G: 102	H: 123

COc1ccc2c(c1)NP(=S)(c1ccccc1)N2 (configuration not stated)
  A: 107	B: 106	C: 103	D: 107	E: 96	F: 124	G: 99	H: 119

CN(CCOCCC(=O)NCCCC(O)(P(=O)(O)O)P(=O)(O)O)C(=O)Oc1ccc2c(c1)OCC(c1ccc(F)cc1)C2=O (configuration not stated)
  A: 85	B: 100	C: 96	D: 96	E: 99	F: 100	G: 104	H: 110

Cc1ccc(-n2c(=O)[nH]c3ccccc3c2=O)cc1[N+](=O)[O-]
  A: 94	B: 97	C: x	D: 105	E: 103	F: 99	G: 98	H: 103

CCCC(=O)O[C@@H]1C[C@H]2C[C@@H](O[C@@H]3O[C@@H](C)[C@@H](O)[C@@H](O)[C@H]3OC)C[C@@H](C[C@@H](C)/C=C/C=C\C[C@@H]3O[C@@H](C[C@@H]3C)[C@@H](O)C[C@H]3C[C@@]1(O)C(=O)O3)O2
  A: 52	B: 33	C: 36	D: 80	E: 68	F: 7.4*	G: 41	H: 49

C/C=C/CC1(CC)C(=O)NC(=S)NC1=O
  A: x	B: 89	C: 107	D: 105	E: 89	F: 100	G: 108	H: 109

COc1ccc(S(=O)(=O)N(Cc2ccc3c(c2)C=CC(C)(C)O3)c2ccccc2)cc1OC
  A: 94	B: 74	C: 89	D: 87	E: 97	F: 71	G: 80	H: 97

COC(=O)CNP(=O)(NCC(=O)OC)N(CCCl)CCCl
  A: 102	B: 111	C: 104	D: 102	E: 101	F: 105	G: 106	H: 109

CC(=O)[C@H]1CC[C@H]2[C@@H]3CC[C@H]4C[C@H](N)CC[C@]4(C)[C@H]3CC[C@]12C
  A: x	B: 62	C: 69	D: 92	E: 85	F: 100	G: 90	H: 92

C/C=C1/CN2CC[C@@]34c5ccccc5N[C@@]23[C@H](O)C[C@@H]1C4(CO)C(=O)OC (some centres not stated)
  A: 112	B: 102	C: 100	D: 98	E: 92	F: 95	G: 112	H: 108

C=C(C)CC1(CC)C(=O)NC(=S)NC1=O
  A: 100&108	B: 104&103	C: 92&110	D: 116&117	E: 106&107	F: 98&118	G: 101&109	H: 113&110

Cc1cc(C)c(C)c(C(O)(C(=O)O)c2ccccc2)c1 (configuration not stated)
  A: 113	B: 104	C: 114	D: 109	E: 111	F: x	G: 100	H: 120

CC(=O)O[C@@H]1[C@@H]2O[C@H]2[C@@](C)(O)C(=O)[C@@H](C)C/C=C/[C@H]2[C@@H]3O[C@]3(C)[C@@H](C)C3[C@H](Cc4ccccc4)NC(=O)[C@@]312 (some centres not stated)
  A: 55	B: 72	C: 43	D: 26	E: 52	F: 65	G: 84	H: 50

# Going on with the list.
# Assay codes: A = SNB-19; B = PC-3; C = U251; D = SF-268; E = SF-539; F = SF-295; G = OVCAR-8; H = DU-145
C=CCN(CC=C)C(=O)CCN1CC1C (configuration not stated)
  A: 100	B: 94	C: 102	D: 102	E: 102	F: 105	G: 96	H: 121

Cc1ncn2nc(NN)nc2n1
  A: 106	B: 99	C: 107	D: 105	E: 99	F: 109	G: 103	H: 111

CN=C1CN=C(c2ccccc2)c2cc(Cl)ccc2N1
  A: 103	B: 94	C: 106	D: 97	E: 111	F: 104	G: 96	H: 100

O=C1C=C2c3ccccc3CC(C(=O)O)C2CC1 (configuration not stated)
  A: 104	B: 75&97	C: 107	D: 101&106	E: 104&100	F: 99	G: 105&95	H: 110&111

ClCc1ccco1
  A: 97	B: 103	C: 96	D: 110	E: 103	F: 97	G: 97	H: 112

N#Cc1c(Br)n(C2OC(CO)C(O)C2O)c2ncnc(N)c12 (configuration not stated)
  A: 101	B: 16	C: 69	D: 55	E: 102	F: 87	G: 35	H: 18

O=C/C(Cl)=C(/Cl)C(=O)O
  A: 101&99	B: 88&96	C: 92&117	D: 104&97	E: 96&101	F: 95	G: 96&122	H: 108&104

CC(=O)c1ccc(N2CCNCC2)cc1
  A: 107	B: 109	C: 96	D: 102	E: 97	F: 97	G: 96	H: 109

CN(N=O)C1=C(NC2CCCCC2)C(=O)c2ccccc2C1=O
  A: 99	B: 56	C: 90	D: 94	E: 89	F: 90	G: 88	H: 100

CC/C=C(\C)C1(CCC)C(=O)NC(=O)NC1=O
  A: 92	B: 90	C: 97	D: 104	E: 94	F: 92	G: 108	H: 114

O=C(O)COc1ccc(Cl)cc1
  A: 112	B: 98	C: 98	D: 105	E: 103	F: 90	G: 98	H: 106

CCN(CC)CCOC(=O)C(c1ccccc1)C1(O)CCCCC1 (configuration not stated)
  A: 99	B: 100	C: 96	D: 105	E: 105	F: 102	G: 108	H: 115

COC(=O)[C@@H](NC(=O)c1nn(Cc2ccc(F)cc2)c2ccccc12)C(C)(C)C
  A: 113	B: 88	C: 92	D: 99	E: 99	F: 103	G: 99	H: 103

CCC(C)OC(=O)Cc1ccccc1 (configuration not stated)
  A: 105	B: 75	C: 93	D: 103	E: 104	F: 98	G: 98	H: 112

CN(C)Cc1c[nH]c2ccc([N+](=O)[O-])cc12
  A: 114&106	B: 94&94	C: 101&116	D: 120&108	E: 105	F: 93&110	G: 108&104	H: 125&116

# Further entries follow.
# Assay codes: A = SNB-19; B = PC-3; C = U251; D = SF-268; E = SF-539; F = SF-295; G = OVCAR-8; H = DU-145
COc1ccc(C=C2C(=O)NC(=O)NC2=O)cc1
  A: 96	B: 93	C: 99	D: 106	E: 92	F: 91	G: 100	H: x

CCN(CC)C(=O)[C@H]1CN(C)[C@@H]2Cc3c[nH]c4cccc(c34)[C@]23C[C@H]13
  A: 102	B: 100	C: 114	D: 100	E: 95	F: 104	G: 99	H: 111

COc1c2c(cc3c1OCO3)CCN(C)C2
  A: 118	B: x	C: 98	D: 107	E: 118	F: 102	G: 102	H: 118

COc1cc(OC)c(S(=O)(=O)N(CCCl)CCCl)cc1C(C)=O
  A: 102	B: 107	C: 106	D: 97	E: 107	F: 107	G: 104	H: 106

COc1cc2c(cc1O)N=C[C@@H]1CCC(O)N1C2=O (mixture of isomers)
  A: 102	B: 83	C: 94	D: 111	E: 108	F: 116	G: x	H: 122

NP(N)(=O)CCl
  A: 113	B: 103	C: 106	D: 105	E: 98	F: 96	G: 107	H: 110

CC(=O)O[C@H]1CC[C@H]2[C@@H]3CC[C@H]4CC=C(C)C[C@]4(C)[C@H]3CC[C@]12C
  A: 101	B: 99	C: 110	D: 100	E: 96	F: 103	G: 102	H: 106

# 10 structures out of the list, sorted by number of heavy atoms, descending:
# Assay codes: A = SNB-19; B = PC-3; C = U251; D = SF-268; E = SF-539; F = SF-295; G = OVCAR-8; H = DU-145
CCN(CC)C(=O)[C@H]1CN(C)[C@@H]2Cc3c[nH]c4cccc(c34)[C@]23C[C@H]13
  A: 102	B: 100	C: 114	D: 100	E: 95	F: 104	G: 99	H: 111

CC(=O)O[C@H]1CC[C@H]2[C@@H]3CC[C@H]4CC=C(C)C[C@]4(C)[C@H]3CC[C@]12C
  A: 101	B: 99	C: 110	D: 100	E: 96	F: 103	G: 102	H: 106

COc1cc(OC)c(S(=O)(=O)N(CCCl)CCCl)cc1C(C)=O
  A: 102	B: 107	C: 106	D: 97	E: 107	F: 107	G: 104	H: 106

COc1cc2c(cc1O)N=C[C@@H]1CCC(O)N1C2=O (mixture of isomers)
  A: 102	B: 83	C: 94	D: 111	E: 108	F: 116	G: x	H: 122

COc1ccc(C=C2C(=O)NC(=O)NC2=O)cc1
  A: 96	B: 93	C: 99	D: 106	E: 92	F: 91	G: 100	H: x

CC/C=C(\C)C1(CCC)C(=O)NC(=O)NC1=O
  A: 92	B: 90	C: 97	D: 104	E: 94	F: 92	G: 108	H: 114

COc1c2c(cc3c1OCO3)CCN(C)C2
  A: 118	B: x	C: 98	D: 107	E: 118	F: 102	G: 102	H: 118

CCC(C)OC(=O)Cc1ccccc1 (configuration not stated)
  A: 105	B: 75	C: 93	D: 103	E: 104	F: 98	G: 98	H: 112

O=C(O)COc1ccc(Cl)cc1
  A: 112	B: 98	C: 98	D: 105	E: 103	F: 90	G: 98	H: 106

NP(N)(=O)CCl
  A: 113	B: 103	C: 106	D: 105	E: 98	F: 96	G: 107	H: 110
